# Bioassay records deposited in PubChem BioAssay by several laboratories.
# Insulin prom up: MIN6 insulin promoter up-regulation | MIN6 insulin promoter-GFP reporter, high-content imaging; active compounds read high | z-score at 5 µM | 190,000 tested, 0.3% active | AID 1625;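 active = z-score above 3 at 5 µM with at least 500 cells counted in the well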
# bCat nuc transl: modulators of beta-catenin nuclear translocation; HeLa beta-catenin nuclear translocation, immunofluorescence imaging; 190,000 tested, 0.3% active; AID 1665; nuclear translocation activity, % at 5 µM;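 active = nuclear translocation activity above 50% at 5 µM, with a well cell count of 50 or more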;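 also: per-cell ratio of nuclear to cytoplasmic median beta-catenin stain intensity; plate controls were DMSO negative control for no effect and GSK-3 inhibitor IX positive control for full effect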
#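 Read-out: Nuclear/cytoplasmic beta-catenin signal ratio, % activation | Assay system: Human HeLa cell line | Times: 24 h compound exposure at 37°C, 5% CO2 | Signal: Fluorescence imaging of beta-catenin antibody stain plus DAPI | Dosing: 5 µM primary, 0.02–20 µM confirmation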
# Myeloid diff 2: myeloid differentiation induction. ER-HoxA9 myeloid progenitors, lysozyme-GFP differentiation, flow cytometry. calls only at 10 µM. 360,000 tested, 1% active. AID 624256;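 active = normalized GFP-positive differentiation at or above the plate's own cutoff, the solvent-only control mean plus 3 SD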;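 also: cells exposed to compound for four days before flow analysis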
# MT stabilize HCS: microtubule stabilizers in HeLa cells. % tubulin-high responders, % at 10 µM. HeLa tubulin immunostaining HCS, 24 h; share of cells brighter than vehicle mean+2SD. AID 2205. 200,000 tested, 0.83% active;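 active = plate Z-score above 3 for both tubulin-high and condensed-nucleus cell shares, with cell loss under 80%, at 10 µM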;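 also: anti alpha tubulin signal scored within the nucleus-defined area of each cell; some results filed as inactive read as strong as hits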
# Lipid droplet: hepatic lipid droplet formation modulation; AML12 mouse hepatocytes, oleate lipid droplets, BODIPY imaging; inhibition, % at 6.5 µM; 240,000 tested, 0.4% active;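 active = lipid droplet intensity inhibited by at least 50%, with more than 500 cells counted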
#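 Technique: fluorescence imaging, 20x objective, two fields per well / Assay system: AML12 hepatocytes (mouse) / Measure: % inhibition of lipid droplet signal / Doses: 6.5 µM single-point dosing / Incubation: overnight exposure / Reagent: 100 µM oleic acid challenge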
# Dynein transport: blocks dynein driven cargo transport along microtubules. AID 1381. 220,000 tested, 0.47% active. z-score, hits read low. 3617.4 mouse cells, GR-EGFP nuclear translocation imaging; test concentration mostly 20 µM; stimulated with dexamethasone, 1 µM; active compounds read low;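 active = plate z-score of nuclear minus cytoplasmic receptor signal below a set negative limit, without overly bright fluorescence or cell loss, cut at about -3.5 in these data, passing the limit was not always enough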;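 also: z-score of nuclear minus cytoplasmic ring GR-EGFP intensity difference per well; some compounds called inactive have numbers as strong as hits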
#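 medium = tetracycline-free induction medium containing charcoal-stripped FBS | also added = 1.0 µM final dexamethasone stimulus | schedule = 48 h induction, 1 h compound, 30 min dex at 37 °C | technique = fixed, Hoechst-stained cells imaged at 10x for EGFP | measure = GR-EGFP nuclear translocation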
# T cell modulator: T cell immune modulators affecting CD8 T cell-vesicle binding; 2C CD8+ T cell-vesicle binding, flow cytometry; active compounds read low; calls only at 7 µM; 330,000 tested, 0.068% active;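 active = response, share of CD8 T cells binding vesicles, and their 90th percentile fluorescence all below set limits, cut at about 80% in these data, passing the limit was not always enough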
#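 Also added: QL9-peptide-loaded Drosophila micro-vesicles bearing Ld, ICAM-1 and B7-1; Test system: purified 2C TCR transgenic mouse naive CD8+ T cells; Measured by: cytometric PE anti-B7-1 and Alexa647 anti-CD8 signals after 1% paraformaldehyde fixation; Timing: binding step 1.5 h, 37 °C, antibody labelling 20 min, ice.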
# human PMI inhibition: inhibitors of human PMI, primary screen, biochemical, fluorescence intensity, coupled assay (AID 1209). purified PMI enzyme, coupled fluorescence intensity; higher % means a stronger effect. inhibition, % at 20 µM, or IC50 in µM where a hit was titrated. 190,000 tested, 0.42% active; in the data active = inhibition above about 50%;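 also: plate controls were DMSO vehicle for no effect and wells lacking substrate for full effect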
# TNAP activators: stimulation of alkaline phosphatase TNAP activity – biochemical, luminescent, no phosphate acceptor, uHTS, primary screen (AID 1001) | purified TNAP, luminescent activation assay, no phosphate acceptor; higher activation fold means a stronger effect | one-dose activation fold at 20 µM; EC50 in µM for titrated hits | 200,000 tested, 0.03% active; in the data active = activation fold from about 3, or a potency from the dose series; inactive = the rest, 99 in 100 with activation fold below about 1.6; also: many of its hits are not listed in these tables
# Dynein transport cytoplasmic EGFP: recorded beside Dynein transport, whose call it bears; z-score; measured here: cytoplasmic GR-EGFP intensity; active compounds read high
# Dynein transport nuclear GR-EGFP: further read-out of Dynein transport, marked with its call; z-score; measured here: nuclear GR-EGFP intensity;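 lower value marks the stronger effect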
# Dynein transport cell count: also measured in Dynein transport; calls as there; z-score; measured here: cell count per field
# Insulin prom up cell count: second read-out of Insulin prom up, no call of its own (marks repeat the call); cell count; measured here: cytotoxicity, nuclei count;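 total cells summed across four imaged fields per well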
# Lipid droplet cells 6.5 µM: further read-out of Lipid droplet, marked with its call; cell count; measured here: cell count, cytotoxicity flag;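 cells counted across two imaged fields per well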
# bCat nuc transl cell count 5 µM: also measured in bCat nuc transl; calls as there; cell count; measured here: cell count, cytotoxicity flag
# T cell modulator vesicle-bound %: also measured in T cell modulator; calls as there; double positive events, %; measured here: CD8+ vesicle-bound cell fraction;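 binding gate set so that unloaded-vesicle control wells show 10% double positive cells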
# MT stabilize HCS Hoechst-high %: further read-out of MT stabilize HCS, marked with its call; % Hoechst-high responders; measured here: nuclear condensation Hoechst responders;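 share of cells brighter than vehicle mean plus two SD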
# MT stabilize HCS cytotoxicity %: recorded beside MT stabilize HCS, whose call it bears; toxicity, %; measured here: cytotoxicity by cell density;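 0% = mean cell density of plate MIN control wells and 100% = no cells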
# Myeloid diff 2 GFP+ MAC1+ %: second read-out of Myeloid diff 2, no call of its own (marks repeat the call); GFP+ MAC1+ double positive, %; measured here: differentiation confirmed by MAC1 staining
# * hit, by the source's call; i = inactive; · = not tested or not shown.
# Value order: Insulin prom up	Insulin prom up cell count	bCat nuc transl	bCat nuc transl cell count 5 µM	Myeloid diff 2	Myeloid diff 2 GFP+ MAC1+ %	MT stabilize HCS	MT stabilize HCS Hoechst-high %	MT stabilize HCS cytotoxicity %	Lipid droplet	Lipid droplet cells 6.5 µM	Dynein transport	Dynein transport cytoplasmic EGFP	Dynein transport nuclear GR-EGFP	Dynein transport cell count	T cell modulator	T cell modulator vesicle-bound %	human PMI inhibition	TNAP activators
> CCCn1c(Cc2ccccc2)nnc1SCC(=O)N1CCOCC1
  -0.3	874	·	·	i	0.3	1.4	1.1	4.1	8	803	-0.25	-0.18	-0.056	1	i	2	-7%	1.1
> NC(=O)c1cccn(Cc2ccc(C(F)(F)F)cc2)c1=O
  1.1	1245	-1.2	1062	i	0.0	1.8	1.2	8.2	14	697	0.52	-0.27	0.2	0.17	i	45	-2%	1
> O=C(CSc1ncn[nH]1)Nc1cccc2ccccc12
  1.1	1222	0.0	1188	i	0.7	1.6	1.3	8.5	4	757	-0.28	0.099	0.076	-0.2	i	19	15%	1
> CCn1c(-c2cc(Br)ccc2O)n[nH]c1=S
  ·	·	·	·	i	14	2.5	1.8	3.0	·	·	-0.61	-0.27	-0.89	1.4	i	34	·	·
> c1ccc(OCCCc2nc(-c3ccncc3)no2)cc1
  -0.25	1313	·	·	i	1.5	3.9	2.6	9.9	-3	740	-0.22	-0.29	-0.18	0.75	i	31	0%	1.1
> CC(C)CN1C(=O)c2ccc(NC(=O)c3ccccc3F)cc2C1=O
  0.05	787	-1.5	1153	i	0.9	1.4	1.4	5.6	1	793	0.45	0.049	0.41	-0.4	i	29	0%	1.1
> Cc1ccc(SCC(=O)OCn2nnc3ccccc3c2=O)cc1C
  0.11	1589	-1.2	940	i	0.8	2.0	1.6	2.5	-4	706	-0.32	-0.11	0.014	1.1	i	0	2%	1.1
> COCc1cc(C)n(CC(=O)NCc2ccccc2)c(=O)c1C#N
  ·	·	0.2	1533	i	0.6	2.6	2.9	2.6	11	684	0.53	-0.19	0.0039	-0.25	i	56	-7%	1.1
> O=S(=O)([N-]c1nc2ccccc2nc1-[n+]1ccccc1)c1ccc(Cl)cc1
  0.08	1591	-0.1	1264	i	1.3	2.4	2.1	1.4	·	·	0.54	-0.2	-0.024	0.29	i	52	6%	1
> N/C(=N\OC(=O)CCCOc1ccccc1)c1ccc([N+](=O)[O-])cc1
  -0.37	1373	-0.1	1070	i	0.1	1.0	1.4	0.6	-8	561	-0.81	-0.31	-0.43	1.2	i	49	-1%	1.1
> COc1ccccc1N(CC(=O)NC(C)(C)C)C(=O)C1CSC(=O)C1 (stereo not drawn)
  ·	·	-0.6	482	i	0.7	2.8	2.2	5.9	-16	736	-0.2	-0.19	-0.08	-0.94	i	12	-2%	1
> COc1cccc(C(=O)NCC2(c3ccccc3)CCCC2)c1
  0.27	1611	0.6	1512	i	0.4	4.6	1.8	9.8	-29	670	-0.67	-0.29	-0.23	0.43	i	18	-9%	1.1
> O=C(CCN1C(=O)c2ccccc2C1=O)Nc1ccc2c(c1)OCCO2
  1.7	1212	·	·	i	0.9	1.6	1.3	0.9	3	750	0.13	-0.19	0.097	0.11	·	·	4%	1.1
> Cc1ccc2c(c1)N(S(=O)(=O)c1ccc(F)cc1)C(C(C)(C)C)CO2 (stereo not drawn)
  -0.12	1840	-3.1	1038	i	0.5	1.1	1.2	4.1	-49	608	·	·	·	·	i	17	10%	0.9
> O=C(Cc1ccccc1)Nc1cccc([N+](=O)[O-])c1
  -0.27	1196	1.6	1000	i	0.2	2.9	1.2	3.5	-16	707	1.1	-0.24	0.92	-0.43	i	64	7%	1
> COc1ccc(/C=N/Nc2nc(Nc3ccccc3)nc(N3CCCCC3)n2)cc1OC
  ·	·	·	·	i	0.5	1.8	1.9	4.5	·	·	0.61	-0.22	-0.44	-0.62	i	21	-2%	1
> CCn1c(SCC(=O)C(C)(C)C)nnc1-c1cnccn1
  0.15	1364	-1.7	1194	i	8.2	3.1	1.4	6.3	7	704	-0.91	-0.16	-0.46	-0.022	i	12	1%	1.1
> CCOc1ccc(NC(=O)CCSc2ccc3ccccc3n2)cc1
  -0.4	1515	-0.5	1083	i	0.6	6.1	2.5	5.6	23	685	0.35	0.5	0.59	0.39	i	42	2%	1.3
> O=C(NCCCN1CCOCC1)c1cc2c(s1)CSC2
  0.59	1564	-1.3	1382	i	4.6	3.6	1.5	3.9	·	·	0.1	-0.39	-0.19	0.3	i	42	6%	1.2
> COc1ccc2c(CSc3nc4nc(C)cc(C)n4n3)cc(=O)oc2c1
  0.17	1297	-3.8	929	i	1.4	1.3	1.0	9.2	·	·	-0.73	-0.22	-0.38	0.98	i	28	-1%	1.2
> CC(=O)COc1cc(C)cc2oc(=O)c(C)c(C)c12
  0.02	1231	2.4	1113	i	1.0	3.5	21	97	-1	769	0.08	-0.27	0.39	-0.16	i	58	4%	1
> CCN(CC)S(=O)(=O)c1cccc(NC(=O)COC(=O)c2cccs2)c1
  -0.18	1428	-4.7	1074	i	0.3	7.4	1.8	11	6	653	0.39	-0.027	0.53	0.66	i	9	9%	1.1
> CCCc1nc2c(c(=O)c3ccccc3n2C)c(=O)n1C1CCCCCC1
  -0.35	1313	-1.7	1110	i	0.6	3.4	3.1	9.5	0	684	-1	-0.25	-0.66	0.45	i	38	-4%	0.9
> COc1ccc(CNC(=O)CN(c2ccc(OC)cc2)S(=O)(=O)c2c(C)nn(C)c2C)cc1
  0.36	1216	-2.6	462	i	0.1	2.2	3.8	12	-12	696	2.3	0.098	3.3	-2.5	i	40	3%	1.1
> c1ccc2c(c1)NC1(CCCC1)n1c-2nc2ccccc21
  -1.3	1388	-1.4	1437	i	2.4	8.6	1.8	3.6	·	·	-1.5	0.11	-0.65	0.72	i	31	7%	1.1
> C=CCc1ccc(OCCCCNC2CCCC2)c(OC)c1
  0.38	1655	-2.3	1053	i	0.0	6.9	2.5	5.1	-7	697	0.017	-0.29	0.61	-0.23	i	65	-3%	1.1
> COc1ccc(C(=O)NCC(=O)NCC(c2ccco2)N(C)C)cc1OC (stereo not drawn)
  -0.43	1554	-1.4	1116	i	0.6	2.1	2.5	9.0	-8	630	2.2	-0.002	1.3	-1.7	i	40	6%	1
> O=C(Nc1ccc(N2CCCC2)cc1)c1ccccc1F
  ·	·	0.6	1026	i	2.3	4.1	3.5	14	-5	722	-0.099	-0.03	0.24	-0.41	i	16	19%	1.1
> COc1ccc(-c2cc(=O)oc3cc4occ(C)c4cc23)cc1
  ·	·	·	·	i	0.5	4.7	2.7	3.6	·	·	0.81	0.047	0.74	-0.57	i	60	6%	1.1
> CSc1ncccc1C(=O)OCC(=O)c1cccc(Br)c1
  0.16	1116	-1.9	1175	i	0.2	5.5	1.5	11	-20	670	-0.23	-0.26	-0.24	0.1	i	54	-26%	1
> CCC(CC)c1nnc(NC(=O)CN2C(=O)c3ccccc3C2=O)s1
  0.97	1649	-0.1	1058	i	0.2	7.9	1.9	7.4	-2	626	0.083	-0.17	0.67	0.28	i	53	2%	1.1
> Cc1ccccc1/C=N/NC(=O)Cn1cnc([N+](=O)[O-])n1
  0.36	827	·	·	i	1.2	1.0	1.2	12	-4	808	-0.16	-0.0017	0.18	-0.2	i	24	3%	1.1
> CN(CCc1nc2ccccc2[nH]1)Cc1nc(CC2CC2)no1
  ·	·	4.6	961	i	0.5	0.9	1.8	6.2	8	701	-0.99	-0.19	-0.56	-0.76	i	48	5%	1
> O=C(N[C@@H](Cc1ccccc1)C(=O)OCc1ccccc1)c1nc[nH]c1C(=O)N1CCN(c2ccccc2)CC1
  0.81	960	1.0	1093	i	1.9	·	·	·	-27	640	1.8	-0.58	1	-1.5	i	5	·	·
> O=C1C=C(NCc2ccco2)CCC1
  -0.03	1019	0.2	1168	i	9.2	1.6	2.3	14	·	·	1.8	-0.23	1	-0.5	i	10	17%	1.1
> CCn1nc(C(=O)OCc2cccc(S(=O)(=O)N(C)C)c2)c2ccccc2c1=O
  -0.42	1089	1.0	1351	i	0.4	·	·	·	-12	676	-1.1	-0.87	-0.81	1.1	i	18	·	·

# For convenience, some entries already given:
# Value order: Insulin prom up	Insulin prom up cell count	bCat nuc transl	bCat nuc transl cell count 5 µM	Myeloid diff 2	Myeloid diff 2 GFP+ MAC1+ %	MT stabilize HCS	MT stabilize HCS Hoechst-high %	MT stabilize HCS cytotoxicity %	Lipid droplet	Lipid droplet cells 6.5 µM	Dynein transport	Dynein transport cytoplasmic EGFP	Dynein transport nuclear GR-EGFP	Dynein transport cell count	T cell modulator	T cell modulator vesicle-bound %	human PMI inhibition	TNAP activators
> CN(CCc1nc2ccccc2[nH]1)Cc1nc(CC2CC2)no1
  ·	·	4.6	961	i	0.5	0.9	1.8	6.2	8	701	-0.99	-0.19	-0.56	-0.76	i	48	5%	1
> O=C(N[C@@H](Cc1ccccc1)C(=O)OCc1ccccc1)c1nc[nH]c1C(=O)N1CCN(c2ccccc2)CC1
  0.81	960	1.0	1093	i	1.9	·	·	·	-27	640	1.8	-0.58	1	-1.5	i	5	·	·
